# HepG2 viability: kills HepG2 cells in TGF-b inhibitor counter-screen; 410,000 compounds, 0.76% hits; Potency, µM (series often up to 46.1 µM), without a hit: top-dose activity change, negative = cytotoxicity, hits mostly cytotoxic; HepG2 CAGA-GFP viability, ATP luminescence, 18 h; further: potency means the concentration at half of the fitted maximal effect; some results filed as inactive show a strong effect at the top dose
#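 HepG2 CAGA-GFP cells (1000/well, DMEM with 1% FBS) received compound, then TGF-beta at 500 pg/mL final, and were incubated 18 hours at 37 degrees C. Viability was read by CellTiter-Glo luminescence. Media-only wells were set as complete cell-killing and DMSO as no toxicity.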
# IL2 activator: activators of IL-2; 360,000 compounds, 0.065% hits; IL-2 activation reporter assay, cell-based qHTS; stimulated with anti-CD3/CD4/CD28 beads; in transgenic mouse T cells; AID 652025; activation, % (series mostly up to about 46 µM); in the data active means activation above about 50%; inconclusive means mostly about 30% to 49%; further: 0% is about no effect
#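 Quantitative HTS in unstimulated transgenic mouse T cells, with memory T cells as non-tolerant control and PMA/ionomycin as tolerance-bypass control. Compound pretreatment lasted 60 minutes before 18 h bead stimulation; EGFP/DsRed fluorescence read.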
# ATXN2 expr inh: ATXN2 expression inhibition; 360,000 compounds, 0.72% hits; HEK-293 ATXN2-luciferase reporter, luminescence, 24 h; AID 1745845; Potency, µM (titrated, usually from 57 µM), for inactives: at the top dose activity change, negative = inhibition, usual class: inhibitors; further: potency means the concentration at half of the fitted maximal effect; on the % scale 0 is the no-effect control and ±100 the full control effect; nearly all actives have a fitted effect of over 55% in size
#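 ATXN2-luciferase reporter cells (luciferase flanked by upstream and downstream ATXN2 gene portions) were treated 24 h at 37 °C with compounds at up to 57 uM. SteadyGlo luminescence gave expression; GF-AFC fluorescence gave viability.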
# Nrf2 ARE act: Nrf2 pathway activation. AREc32 ARE-luciferase reporter (MCF7-derived line), luminescence, 24 h. Potency, µM (top dose mostly 46.1 µM), for inactives: top-dose activation, most hits filed as activators. 410,000 compounds, 0.31% hits; further: potency means the concentration at half of the fitted maximal effect; % of control where 0% means no effect; nearly all actives have a fitted effect of over 65% in size
#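 For detection, Steady-Glo was added and plates sat 30 min at RT; before that, AREc32_Fluc cells grown overnight in OPTI-MEM/5% FBS had been treated with 23 nL compound for 24 hr at 37 deg C.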
# ATXN viability: cell viability loss in ATXN counter-screen | 400,000 compounds, 0.49% hits | Potency, µM (series often up to 56.7 µM), most hits filed as cytotoxic | S2 cells (HEK-293 line with an ATXN2-luciferase reporter) viability, CellTiter-Fluor protease fluorescence, 24 h | AID 651635; further: potency means the concentration at half of the fitted maximal effect; nearly all actives have a fitted effect of over 40% in size
# Nrf2 block: blocks Nrf2 signaling; Potency, µM (highest dose often 46 µM), for the others: at the highest dose activity change, negative = inhibition, most hits filed as inhibitors; AID 504444; A549 ARE-Fluc reporter, luciferase luminescence, 18-24 h; 360,000 compounds, 2.1% hits; further: potency means the concentration at half of the fitted maximal effect; on the % scale 0 is the no-effect control and ±100 the full control effect; nearly all actives have a fitted effect of over 60% in size
#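 Cells were seeded and rested 2 h, then exposed to compounds for 18-24 h. CellTiter-Fluor was read first as a viability measure. BugLite was added 15 min before the final luminescent read of ARE-luciferase activity in A549 cells.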
# TGFb inhibitor: blocks TGF-b signaling; HepG2 CAGA-GFP TGF-b/SMAD3 reporter, GFP fluorescence, 18 h; TGF-beta stimulated, 500 pg/mL final; Potency, µM (titrated, usually from 46.1 µM), for inactives: top-dose activity, negative = inhibition, actives largely listed as inhibitors; 410,000 compounds, 1.2% hits; AID 588855; further: potency means the concentration at half of the fitted maximal effect; on the % scale 0 is the no-effect control and ±100 the full control effect; nearly all actives have a fitted effect of over 65% in size
#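 HEPG2 CAGA-GFP cells (1000/well, DMEM with 1% FBS) were pre-incubated 2 h at 37 degrees C, given compound by pin tool, then stimulated with TGF-beta at 500 pg/mL final for 18 h before per-cell GFP fluorescence imaging.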
# A549 viability: counter-screen for Nrf2 inhibitors: cytotoxicity in A549 cells; 390,000 compounds, 0.16% hits; A549 ARE-Fluc cells, CellTiter-Fluor viability, 18-24 h; Potency, µM (titrated, usually from 46 µM), without a hit: at the highest dose activity change, negative = cytotoxicity, usual class: inhibitors; AID 504648; further: potency means the concentration at half of the fitted maximal effect; on the % scale 0 is the no-effect control and ±100 the full control effect
#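 A549 ARE_Fluc cells in 5% FBS OPTI-MEM were exposed to compounds in concentration-response for 18-24 h at 37 deg C. Viability was read by CellTiter-Fluor fluorescence (Ex 405/Em 525) after 30 min, before the luciferase read.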
# EPAC2 agonist: agonists of human EPAC2 (RAPGEF4). Q8WZA2. EPAC2 activation, biochemical qHTS; response scale: 100% = 6.5 mM cAMP response. Potency, µM (top dose mostly 154 µM), for inactives: at the highest dose activation, most hits filed as activators. 360,000 compounds, 0.079% hits; further: potency means the concentration at half of the fitted maximal effect; nearly all actives have a fitted effect of over 50% in size
# Target sequence (Q8WZA2 whole entry, looked up): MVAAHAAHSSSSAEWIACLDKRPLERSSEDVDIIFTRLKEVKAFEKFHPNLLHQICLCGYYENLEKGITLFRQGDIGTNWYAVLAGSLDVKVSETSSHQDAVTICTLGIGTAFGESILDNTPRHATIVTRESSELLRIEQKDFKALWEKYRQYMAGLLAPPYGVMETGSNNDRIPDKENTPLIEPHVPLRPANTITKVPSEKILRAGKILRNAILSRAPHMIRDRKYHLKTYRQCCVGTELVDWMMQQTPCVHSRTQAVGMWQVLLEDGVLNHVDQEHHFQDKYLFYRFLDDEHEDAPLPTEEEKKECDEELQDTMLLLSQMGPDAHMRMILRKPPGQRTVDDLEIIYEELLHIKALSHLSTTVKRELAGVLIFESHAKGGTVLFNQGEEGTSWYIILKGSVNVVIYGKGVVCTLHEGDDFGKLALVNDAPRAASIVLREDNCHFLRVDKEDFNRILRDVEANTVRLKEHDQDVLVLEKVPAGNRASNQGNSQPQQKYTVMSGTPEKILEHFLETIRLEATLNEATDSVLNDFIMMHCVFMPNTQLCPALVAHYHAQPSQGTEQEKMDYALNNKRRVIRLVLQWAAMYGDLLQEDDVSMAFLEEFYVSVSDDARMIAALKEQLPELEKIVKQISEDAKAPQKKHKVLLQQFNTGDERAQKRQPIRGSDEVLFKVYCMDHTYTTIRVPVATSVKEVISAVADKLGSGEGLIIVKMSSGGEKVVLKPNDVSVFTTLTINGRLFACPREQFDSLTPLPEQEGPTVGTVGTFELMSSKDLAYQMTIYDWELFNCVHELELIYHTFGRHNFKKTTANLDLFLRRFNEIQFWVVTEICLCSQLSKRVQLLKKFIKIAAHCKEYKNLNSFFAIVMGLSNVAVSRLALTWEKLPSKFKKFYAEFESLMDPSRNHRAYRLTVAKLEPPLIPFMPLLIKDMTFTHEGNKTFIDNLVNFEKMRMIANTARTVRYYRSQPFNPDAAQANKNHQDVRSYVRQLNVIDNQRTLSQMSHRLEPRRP
#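 Fluorescence exchange assay: 100 nM EPAC2 with 250 nM RAP1B-BODIPY-GDP and 50 uM GDP; compounds tested as a concentration-titration series (qHTS). Loss of Rap1-bound BODIPY-GDP fluorescence read at 480/540 nm; data normalized to 6.5 mM cAMP.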
# * marks the source's active call; other numbers are inactive results; i = inactive; ? = inconclusive; . = not tested or not shown; & = joins results of further samples; [ ] = remark or other dose. Unless noted, the call rests on the fitted dose curve; in most records, active means well fitted curve in the direction sought with a large enough effect; inconclusive means small, poorly fitted or top-dose-only effect, or another doubt; inactive means no such curve, though single readings can be large; an effect the other way counts as inactive or inconclusive. Random draw from the library (roughly 4.3% active in at least one column).
# Preview, 3 compounds:
SMILES,HepG2 viability,IL2 activator,ATXN2 expr inh,Nrf2 ARE act,ATXN viability,Nrf2 block,TGFb inhibitor,A549 viability,EPAC2 agonist
CN(Cc1ccccc1)C(=O)c1csc([C@@H]2O[C@H](CO)[C@@H](O)[C@H]2O)n1,0.4%,-0.5,11.0%,-0.2%,i,.,12.7%,.,6.2%
O=C(NCc1ccccc1C(F)(F)F)C1CCC(=O)N(C2CCCCCC2)C1 (stereo not given),-27.8%,0.9,-5.6%,-0.9%,i,3.8%,0.0%,-2.5%,-5.9%
COC(=O)c1cc(CNC(=O)c2ccccc2Cl)ccc1OC,-11.3%,0.3,-19.0%,0.2%,i,9.8%,-14.7%,7.9%,9.0%

# Main list, from the start:
SMILES,HepG2 viability,IL2 activator,ATXN2 expr inh,Nrf2 ARE act,ATXN viability,Nrf2 block,TGFb inhibitor,A549 viability,EPAC2 agonist
CN(Cc1ccccc1)C(=O)c1csc([C@@H]2O[C@H](CO)[C@@H](O)[C@H]2O)n1,0.4%,-0.5,11.0%,-0.2%,i,.,12.7%,.,6.2%
O=C(NCc1ccccc1C(F)(F)F)C1CCC(=O)N(C2CCCCCC2)C1 (stereo not given),-27.8%,0.9,-5.6%,-0.9%,i,3.8%,0.0%,-2.5%,-5.9%
COC(=O)c1cc(CNC(=O)c2ccccc2Cl)ccc1OC,-11.3%,0.3,-19.0%,0.2%,i,9.8%,-14.7%,7.9%,9.0%
CCc1nc2c(OCc3ccc(C#N)cc3)cccn2c1N(C)C(=O)C(C)C,0.2%,0.8,-5.4%,0.7%,i,.,5.4%,.,4.3%
CC(Oc1ccc(Br)cc1)C(=O)Nc1nc(-c2ccccn2)cs1 (stereo not given),-0.4%,-1.0,?,?,?,16.4µM*,?,?,19.6%
Cc1nn(-c2ccccc2)c2sc(C(=O)n3cccn3)cc12,4.4%,1.2,-1.4%,8.4%,i,6.4%,26.2%,3.2%,-2.3%
COc1ccc(-c2nnc(SCC(=O)N3CCOCC3)o2)cc1,0.6%,-0.8,23.4%,-0.6%,i,?,7.9%,-3.1%,-19.6%
COc1ccc(-c2c(-c3ccsc3)oc3ccc(N4CCOCC4)cc23)cc1,-5.3%,0.1,5.2%,7.1%,i,-7.5%,-22.7%,1.4%,2.6%
CCc1c(O)cc(=O)n(-c2ccccc2)c1-c1ccccc1,-2.4%,1.2,6.2%,5.0%,i,29.8%,-1.6%,0.2%,-1.0%
CN(CC(=O)O)S(=O)(=O)c1cc(Cl)ccc1Cl,4.8%,0.6,0.4%,-0.1%,i,1.4%,17.7%,-5.4%,4.4%
Cc1nnc(SCC(=O)Nc2nc3ccccc3s2)n(N)c1=O,-0.2%,-2.2,14.1%,1.4%,i,-1.8%,7.6%,5.7%,11.1%
c1ccc(-c2ccnc3nc(-n4cccc4)nn23)cc1,-14.8%,-1.6,-6.5%,12.6µM*,i,.,6.5%,1.3%,-1.6%
Cc1ccn2c(-c3n[nH]c(=S)n3C)c(C)nc2c1,3.5%,0.4,0.7%,-0.2%,?,2.7%,-6.9%,-5.0%,2.2%
CCN(CC)CCCn1c2c(c(SCC(=O)N3CCCc4ccccc43)nc1=O)CCC2,-22.5%,0.3,1.5%,0.3%,i,7.5%,14.0%,6.5%,14.3%
COc1ccccc1CNC(=O)C(=O)NCC1OCCN1C(=O)c1ccc(Cl)cc1 (stereo not given),-15.1%,0.2,-3.6%,-0.3%,i,-5.5%,-2.9%,5.6%,-1.9%
c1ccc(CNc2nc(NCc3ccco3)nc(N3CCOCC3)n2)cc1,-2.4%,0.5,4.2%,?,i,2.7%,3.2%,14.4%,11.1%
CC1CCN(S(=O)(=O)c2cc([N+](=O)[O-])ccc2Cl)CC1,-8.3%,0.1,.,12.3%,i,-7.4%,?,?,16.0%
COC(=O)c1c(NC(=O)CN2CCCc3ccccc32)sc(C)c1C,-31.5%,-5.2,-9.0%,4.2%,i,-7.1%,-12.2%,7.0%,9.2%
CN(c1nnc(NC(=O)Nc2ccc(Br)cc2)s1)C1CCCCC1,-1.1%,.,.,1.3%,.,15.2%,-19.8%,0.3%,.
COc1cc(NC(=O)C(=O)N2CCN(C)CC2)c(OC)cc1Cl,-36.8%,0.1,8.2%,-0.3%,i,6.5%,7.5%,2.6%,-5.5%
O=C(Cn1cnc(S(=O)(=O)N2CCOCC2)c1)Nc1ccc(OC(F)(F)F)cc1,-4.7%,-2.4,7.4%,0.2%,i,?,-8.3%,0.6%,-5.9%
CN(C)S(=O)(=O)N1CCC(Oc2ccc(C(=O)N3C[C@H]4CC[C@H]3C4)cc2)CC1,-15.6%,-5.4,-7.7%,2.1%,i,?,-7.2%,-8.2%,21.2%
COC(=O)c1cccc(Nc2c(-c3cc(Br)ccc3O)nc3nc[nH]n23)c1,-6.9%,.,-1.6%,0.5%,i,.,-14.4%,-6.7%,.
COCCSc1nnc(-c2cccc(C#N)c2)n1C,-2.0%,-0.2,-3.6%,-0.2%,i,10.3%,0.0%,8.1%,2.2%
C/C(N)=C(\C#N)C(=O)NCc1ccccn1,0.8%,0.0,12.8%,-0.2%,?,14.6%,1.5%,-12.6%,-2.3%

# (continued)
SMILES,HepG2 viability,IL2 activator,ATXN2 expr inh,Nrf2 ARE act,ATXN viability,Nrf2 block,TGFb inhibitor,A549 viability,EPAC2 agonist
CCOc1ccc(S(=O)(=O)NCc2ccco2)cc1,-4.5%,-0.9,-8.6%,-0.5%,i,9.6%,3.2%,-5.2%,0.6%
COc1ccc(C(=O)Nc2sc(C)c(C)c2CN2CC(C)OC(C)C2)cc1 (stereo not given),0.0%,-0.8,36.5%,11.1%,i,?,8.9%,-1.7%,1.2%
Cc1ccc(NC(=O)c2c(NC(=O)c3ccccc3Cl)sc3c2CCC3)cc1,-17.6%,.,14.3%,1.2%,i,-20.1%,-11.3%,4.8%,.
Cc1nn(CC(=O)NCc2ccc(N(C)C)cc2)c(=O)c2nn(-c3ccccc3)c(C)c12,-0.7%,.,-4.3%,-0.5%,i,-18.6%,2.1%,-9.8%,.
O=C(NCC1CCCO1)c1cn(Cc2ccccc2Cl)nc1-c1ccccc1 (stereo not given),-2.1%,-0.9,-13.3%,-0.4%,?,4.6%,-2.0%,-8.3%,8.0%
CN1CCN(c2ccccc2NC(=O)c2ccc([N+](=O)[O-])cc2Cl)CC1,-20.9%,-2.1,-13.7%,2.5%,i,-4.9%,2.6%,1.1%,3.9%
COc1ccc2c(-c3ccccc3)cc(SCC(=O)N(C)C)nc2c1,-21.6%,-1.0,-15.0%,2.6%,i,-26.0%,-18.6%,-2.7%,11.2%
CCCc1cc(=O)oc2c(C)c(OCC(=O)NCCCN3CCOCC3)ccc12,-9.4%,-0.7,-0.2%,-0.2%,i,16.0%,3.3%,9.0%,-2.9%
C=CCN1CCN(C(=O)c2cc3c(s2)CCC(CC)C3)CC1 (stereo not given),-2.0%,-1.1,14.1%,0.2%,i,1.3%,-19.4%,6.2%,12.0%
COc1ccc(OC)c(/C=C/c2ccnc3ccccc23)c1,-76.2%&-15.1%,-5.4,-38.9%,24.8%,i,-14.2%,?,-15.3%,6.7%
CC(C)C(c1nnnn1Cc1ccc(F)cc1)N1CCN(C(=O)c2ccco2)CC1 (stereo not given),-5.8%,0.7,6.1%,0.3%,?,.,0.0%,-1.7%,26.4%
O=C(c1cccc(F)c1F)N1CCCC1,-31.7%,0.2,-10.3%,2.6%,i,3.6%,0.0%,-3.0%,6.7%
CCCC(=O)NC1CC(=O)N(c2ccc3c(c2)OCCO3)C1 (stereo not given),0.1%,.,.,0.5%,.,.,-42.7%,3.0%,.
O=S(=O)(c1ccc(F)cc1)N1CCN(C(=S)NCC2CCCO2)CC1 (stereo not given),0.0%,-0.6,-4.4%,-0.5%,i,1.4%,-0.2%,2.0%,10.6%
Cc1cc(NC(=O)COC(=O)C2CC2)ccc1Br,-23.5%,0.9,0.5%,4.0%,i,?,-15.2%,-2.9%,3.0%
C/C(=C\C(=O)c1ccccc1)NCc1ccc(F)cc1,2.6%,0.1,38.3%[activator],2.2%,i,.,?,7.3%,9.9%
COC(=O)CC1c2cc(OC)c(OC)cc2CCN1C(=O)Nc1ccc(C)cc1Cl (stereo not given),-0.9%,.,.,0.5%,.,.,-13.2%,-2.6%,.
CCOC(=O)c1ccc(-c2ccc(/C=C(\C#N)C(=O)Nc3ccc(C)cc3OC)o2)cc1,5.5%,.,2.6%,3.1%,i,?,7.5%,-6.0%,.
COC(C(=O)Nc1ccccc1F)c1ccccc1 (stereo not given),0.7%,0.1,-6.2%,-1.0%,i,1.5%,5.8%,-1.0%,-5.2%
COCCNC(=O)/C(C#N)=C/c1ccc(C(=O)O)cc1,8.0%,0.6,.,-0.2%,i,-1.6%,-18.1%,5.0%,7.2%
O=C(O)/C(=C1/OC(=O)c2ccccc21)c1ccccc1,2.0%,0.9,5.0%,3.5%,i,10.9%,9.6%,2.7%,-16.0%
O=C(COC(=O)C1CCC1)Nc1ccc(Cl)cn1,5.4%,-0.4,-4.8%,-0.5%,i,1.3%,-1.4%,-2.3%,0.7%
CCOC(=O)C1CCCCN1Cc1cc(Cl)ccc1O (stereo not given),7.1%,-2.5,-3.7%,-0.2%,i,-11.4%,-4.5%,-7.5%,15.2%
CCc1ccc(C(=O)NNC(=O)CCc2nc3ccccc3c(=O)[nH]2)cc1,-7.5%,-0.2,-13.1%,-0.2%,i,-10.7%,-7.9%,0.2%,6.6%
Cc1cc(C)c2c(c1)c(C)cc1nnc(SCC(=O)c3cccs3)n12,-0.6%,-1.4,-2.0%,-0.3%,i,-16.3%,-3.9%,-14.1%,3.9%

# Screening results as filed in PubChem.
